USP2a inhib: qHTS Assay for Inhibitors of Ubiquitin-specific Protease USP2a; USP2a enzymatic assay, qHTS inhibition; AID 927, 2007; Potency, µM (titrated, usually from 38.3 µM), for the others: at the highest dose activity change, negative = inhibition, usual class: inhibitors; 0.1% of 60,000 active; Ubiquitin carboxyl-terminal hydrolase 2 (Homo sapiens), O75604;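 note: potency is the fitted concentration of half-maximal effect; nearly all actives have a fitted effect of over 60% in size; plate controls were DMSO for no effect and NEM full inhibition control for full effect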
Target sequence (O75604 whole entry, looked up): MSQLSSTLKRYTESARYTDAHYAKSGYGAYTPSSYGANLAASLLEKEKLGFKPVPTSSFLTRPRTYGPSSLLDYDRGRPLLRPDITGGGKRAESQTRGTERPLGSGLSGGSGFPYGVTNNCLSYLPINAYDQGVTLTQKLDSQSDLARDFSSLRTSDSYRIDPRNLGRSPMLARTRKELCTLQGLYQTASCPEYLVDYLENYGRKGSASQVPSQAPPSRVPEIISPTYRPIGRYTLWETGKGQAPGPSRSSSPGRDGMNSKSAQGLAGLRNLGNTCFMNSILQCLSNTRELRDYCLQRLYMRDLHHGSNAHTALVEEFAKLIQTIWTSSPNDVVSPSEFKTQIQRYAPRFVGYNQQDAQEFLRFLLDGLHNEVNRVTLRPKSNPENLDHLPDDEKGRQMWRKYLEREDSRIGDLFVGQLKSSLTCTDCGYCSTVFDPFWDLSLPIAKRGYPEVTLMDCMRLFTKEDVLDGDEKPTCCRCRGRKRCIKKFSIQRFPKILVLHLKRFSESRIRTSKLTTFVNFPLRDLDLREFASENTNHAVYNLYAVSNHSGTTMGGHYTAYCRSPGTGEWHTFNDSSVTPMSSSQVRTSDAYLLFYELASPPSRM
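USP2 core (20nM final) preincubated 30 min RT with compound, then Ub-PLA2 20nM and NBD C6-HPC 20uM final added; buffer 20mM Tris-HCl pH 8.0, 2mM CaCl2. Fluorescence Ex 460/Em 535 read at 0 and 2.5 h; normalized to NEM.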
BRCT PPI red: qHTS Assay for Inhibitors of BRCT-Phosphoprotein Interaction (Red Fluorophore); Potency, µM (top dose mostly 76.9 µM), without a hit: at the highest dose activity change, negative = inhibition, hits mostly inhibitors; BRCT-phosphopeptide binding, red fluorescence polarization; Breast cancer type 1 susceptibility protein (Homo sapiens), P38398; 0.03% of 75,000 active; note: % is set by controls: 0 for no effect and ±100 for the full control effect
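Rhodamine-labelled pBACH1 10-mer (100 nM) bound to BRCT domain (100 nM) at pH 7.3; compounds incubated 12 min room temperature, polarization read. Free peptide defines full inhibition; unlabelled decapeptide titrated as control.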
Texas Red fluor: qHTS Assay for Spectroscopic Profiling in Texas Red Spectral Region | 0.06% of 59,000 active | max dye-equivalent concentration, M | Compound fluorescence, Texas Red channel, 547/618 nm; stronger effect = higher value; in the data active = max dye-equivalent concentration above about 10 nM; inconclusive = between about 1.1 nM and that limit
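Pin-transferred compounds and Texas Red standards go into 100 mM Tris buffer, pH 8.0. After 15 min at room temperature, plates are imaged with 547/618 nm filters. Each value is a dye-equivalent concentration derived from the per-plate dye curve.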
Rhodamine fluor: qHTS Assay for Spectroscopic Profiling in Rhodamine Spectral Region | Rhodamine-region fluorescence, 547/598 nm, Tris buffer; stronger effect = higher value | max dye-equivalent concentration, M | 0.05% of 59,000 active; in the data active = max dye-equivalent concentration above about 11 nM; inconclusive = between about 1.1 nM and that limit
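A six-point rhodamine series on each plate calibrates the signal. Compounds sit in 100 mM Tris (pH 8.0) for 15 min at ambient temperature before imaging through 547 nm/598 nm filters.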
Caspase-7 inhib: qHTS Assay for Allosteric/Competitive Inhibitors of Caspase-7; P55210; recombinant caspase-7, Ac-DEVD-AFC fluorescence rate; Potency, µM (top dose mostly 57.5 µM), for the others: at the top dose activity change, negative = inhibition, hits mostly inhibitors; 0.02% of 75,000 active; active = well fitted inhibition curve with a large enough effect in the main read-out, with a control signal flat, not every such curve was filed as active; inconclusive = small, poorly fitted or top-dose-only effect, or a change in a side signal; note: potency is the fitted concentration of half-maximal effect; % of control where 0% means no effect
BRCT inh green: qHTS Assay for Inhibitors of BRCT-Phosphoprotein Interaction (Green Fluorophore) | AID 875, 2007 | 0.05% of 75,000 active | Potency, µM (highest dose often 76.9 µM), for inactives: at the top dose activity change, negative = inhibition, usual class: inhibitors | BRCA1 BRCT-phosphopeptide binding, green fluorescence polarization;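 note: potency is the fitted concentration of half-maximal effect; plate controls were peptide without protein for full effect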
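Compounds were incubated for 12 min at room temperature with a complex of 100 nM fluorescein-tagged pBACH1 decapeptide and 250 nM His-tagged BRCT protein. Buffer was phosphate pH 7.3 with EDTA, DTT and Tween 20. Disruption of binding lowers the polarization signal.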
HEK293 cAMP cs: qHTS Assay for Agonists of the Thyroid Stimulating Hormone Receptor: Activators of Intracellular cAMP Concentrations in Parental HEK 293; 2.5% of 73,000 active; parental HEK293 CNG cAMP sensor, membrane potential fluorescence; Potency, µM (highest dose often 57.1 µM), inactives show at the top dose activation, usual class: activators; note: potency is the fitted concentration of half-maximal effect; % of control where 0% means no effect; nearly all actives have a fitted effect of over 55% in size
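Counterscreen for endogenous-receptor signalling: CNG-channel HEK 293 cells report cAMP rise by membrane depolarization. After 60 min dye equilibration with 100 uM RO 20-1724, compounds incubated 30 min before bottom-read fluorescence at 590 nm.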
4MU fluor: qHTS Assay for Spectroscopic Profiling in 4-MU Spectral Region | compound autofluorescence, 340/450 nm, 4-MU equivalents; stronger effect = higher value | max dye-equivalent concentration, M | 11% of 59,000 active | AID 589, 2007; in the data active = max dye-equivalent concentration above about 10 nM; inconclusive = mostly about 1.1 nM to 9.6 nM
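Compounds in 100 mM Tris, pH 8.0, incubated 15 min at room temperature, then fluorescence read at 340 nm excitation/450 nm emission. Signal converted to 4-MU dye-equivalent concentration using an on-plate six-point 4-MU standard curve.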
A350 fluor: qHTS Assay for Spectroscopic Profiling in A350 Spectral Region. Compound autofluorescence, 340/450 nm, Alexa 350 dye-equivalents; stronger effect = higher value. max dye-equivalent concentration, M. 11% of 59,000 active; in the data active = max dye-equivalent concentration above about 10 nM; inconclusive = mostly about 1.1 nM to 9.6 nM
Casp1 inh: qHTS Assay for Allosteric/Competitive Inhibitors of Caspase-1; 0.03% of 75,000 active; Caspase-1 enzyme, Ac-WEHD-AFC fluorogenic rate; P29466; Potency, µM (series often up to 57.5 µM), for the others: at the highest dose activity change, negative = inhibition, most hits filed as inhibitors; AID 900, 2007;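 note: potency is the fitted concentration of half-maximal effect; plate controls were vehicle for no effect and no substrate for full effect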
Target sequence (P29466 120-297 limits assumed): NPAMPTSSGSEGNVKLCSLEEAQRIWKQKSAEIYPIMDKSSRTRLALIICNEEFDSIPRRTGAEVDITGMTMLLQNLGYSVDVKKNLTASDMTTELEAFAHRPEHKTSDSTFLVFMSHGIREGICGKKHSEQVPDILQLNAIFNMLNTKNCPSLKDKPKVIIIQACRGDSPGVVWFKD
Target sequence (P29466 317-404 limits assumed): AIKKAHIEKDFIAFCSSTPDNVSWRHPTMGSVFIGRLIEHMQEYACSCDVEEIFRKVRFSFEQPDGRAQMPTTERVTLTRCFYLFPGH
Fluorescein autfl: qHTS Assay for Spectroscopic Profiling in Fluorescein Spectral Region. 0.91% of 59,000 active. max fluorescein-equivalent concentration, M. AID 593, 2007. Compound autofluorescence, 480/540 nm, fluorescein-equivalent; stronger effect = higher value; in the data active = max fluorescein-equivalent concentration above about 10 nM; inconclusive = between about 1.1 nM and that limit
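Each compound is tested across a concentration series in 100 mM Tris buffer at pH 8.0. After 15 min at room temperature, plates are imaged with 480 nm excitation and 540 nm emission filters, and intensities are converted to fluorescein-equivalent values.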
Numbers without * were called inactive; i = inactive; ? = inconclusive; . = no result given; [ ] = another dose, or the depositor's remark. Unless noted, calls come from the whole dose curve; as a rule, active = well fitted curve in the direction sought with a large enough effect; inconclusive = small, poorly fitted or top-dose-only effect, or another doubt; inactive = no such curve, though single readings can be large; an effect the other way counts as inactive or inconclusive. This is a subset. The share of hits here may be higher or lower than overall.

SMILES	USP2a inhib	BRCT PPI red	Texas Red fluor	Rhodamine fluor	Caspase-7 inhib	BRCT inh green	HEK293 cAMP cs	4MU fluor	A350 fluor	Casp1 inh	Fluorescein autfl
CN1CCc2c(cc(O)c(O)c2Cl)[C@H](c2cccc(Cl)c2)C1	19%	-2.8%	i	i	-1%	-1.7%	?	i	i	-1%	?
CCOc1ccc(CCNC(=O)C2CC(=O)N(C3CCCC3)C2)cc1OCC (stereo unspecified)	14%	-2.0%	i	i	-1%	-1.5%	5%	i	i	1%	i
Cc1nc(SCC(=O)Nc2cccc(Cl)c2)n[nH]1	-8%	0.6%	.	.	0%	-0.9%	8%	.	.	-1%	.
COC(=O)C1(c2ccccc2)NC(c2cccs2)C2C(=O)N(C)C(=O)C21 (stereo unspecified)	3%	1.0%	i	i	-2%	-5.3%	4%	i	i	-4%	i
COc1cc2c(cc1NC(=O)CCCN1C(=O)CCC1=O)oc1ccccc12	30%	-1.7%	i	i	-7%	-3.0%	14%	1.1e-08M*	1.3e-08M*	1%	i
CCCOc1ccc(CC(CC(=O)O)(C(=O)O)C(=O)O)cc1	-12%	-1.5%	.	.	2%	1.2%	4%	.	.	3%	.
O=C(CCC(=O)c1cccs1)Nc1ccccc1F	-1%	-0.9%	i	i	0%	-0.2%	7%	?	?	0%	?
Cn1c(=O)[nH]c(=O)c2c1nc(N1CCCCCC1)n2CCN1CCCCCC1	.	-0.9%	i	i	1%	0.2%	16%	i	i	2%	i
Cc1cc(N2CCCc3ccccc32)n2ncnc2n1	.	0.4%	.	.	0%	1.8%	13%	.	.	3%	.
CCCNS(=O)(=O)c1ccc(CCC(=O)NCc2ccco2)cc1	-13%	-0.5%	i	i	-3%	0.8%	18%	i	i	1%	i
COc1ccc(OC)c(-n2c(SCC(C)=O)nnc2-c2cccc(S(=O)(=O)N(C)C)c2)c1	4%	-1.4%	i	i	0%	0.5%	?	i	i	0%	i
Cc1ccc(-n2ncc3c(=O)n(CC(=O)OCc4ccccc4)cnc32)cc1	-7%	1.4%	?	i	0%	-0.5%	25µM*	i	i	1%	i
ON1C(c2ccccc2C(F)(F)F)N(O)[C@H]2CCCC[C@H]21 (stereo partly specified)	2%	-0.8%	i	i	-1%	0.1%	3%	i	?	-2%	i
COc1ccccc1N(CN1CCCC1=O)C(=O)COc1ccccc1	-14%	1.4%	?	i	-2%	-2.2%	8%	i	i	1%	i
COC(=O)C1C(=O)C2=C(CC1C)NC(=O)CC2c1ccccc1 (stereo unspecified)	1%	0.2%	i	i	-2%	-3.9%	10%	?	?	-1%	?
CCn1c(SCC(=O)N2CCN(c3ccccc3)CC2)nnc1-c1ccoc1C	23%	-0.2%	i	i	-1%	0.9%	21%	i	i	0%	i
NC(N)=NCCCC(=O)O	.	-0.6%[15.4 µM]	?	i	1%[11.5 µM]	-2.0%[15.4 µM]	-1%[11.4 µM]	i	i	0%[11.5 µM]	i
COc1ccnc(CS(=O)c2nc3ccc(OC(F)F)cc3[nH]2)c1OC (stereo unspecified)	8%	1.1%	.	.	-1%	-8.3%[3.08 µM]	.	.	.	0%	.
O=C(CN1CCN(c2ccccn2)CC1)Nc1ccc(OCc2ccccc2)cc1	-9%	0.4%	i	i	-3%	-0.4%	10%	i	i	-3%	i
CCOc1ccc(NC(=O)CCN2CCCCC2)cc1	-4%	-0.5%	i	i	4%	-0.7%	?	i	i	-1%	i
CC(C)CN=C(N)N=C(N)N	.	1.0%[15.4 µM]	i	i	-1%[11.5 µM]	0.4%[15.4 µM]	1%[11.4 µM]	i	i	2%[11.5 µM]	i
O=C(O)[C@H](Cc1ccc(O)c([N+](=O)[O-])c1)N1C(=O)c2ccccc2C1=O	.	0.0%[15.4 µM]	i	i	-3%[11.5 µM]	-1.6%[15.4 µM]	3%[11.4 µM]	i	i	0%[11.5 µM]	i
Cc1cc(C(=O)CSc2nnnn2C)c(C)n1-c1ccc2c(c1)OCCO2	11%	-0.2%	i	i	-5%	4.5%	?	i	i	-5%	i
CCOC(=O)CSc1nnc(CNC(=O)c2ccco2)n1C	-5%	1.5%	i	i	-1%	-0.9%	2%	i	i	-1%	i
COc1cc(C2=NOC(C(=O)Nc3ccc(C(C)=O)cc3)C2)cc(OC)c1OC (stereo unspecified)	2%	-2.2%	i	i	1%	-2.4%	-5%	i	i	1%	i
COc1ccc(OC)c(NC(=O)CSc2nnc(CNC(=O)c3ccco3)o2)c1	3%	0.5%	i	i	1%	-2.8%	-5%	i	i	1%	i
Clc1ccccc1CN(Cc1ccccc1)c1ncnc2nc[nH]c12	.	.	i	i	.	.	.	i	i	.	i
COc1ccc(S(=O)(=O)NC(CC(=O)NCc2ccc3c(c2)OCO3)c2ccco2)cc1 (stereo unspecified)	16%	-1.3%	i	i	0%	-1.1%	11%	i	i	0%	i
Cn1nnnc1Sc1ncnc2scc(-c3ccc(F)cc3)c12	22%	-0.4%	i	i	-4%	4.0%	26%	i	i	-2%	?
O=C(CSc1nc2ccccc2[nH]1)c1ccco1	9%	-2.3%	i	i	-3%	-0.8%	4%	i	i	-4%	i
O=C(CN(C(=O)c1ccco1)c1cccc(F)c1)NCc1ccc(F)cc1	2%	0.3%	?	i	1%	-0.7%	23%	i	i	0%	i
CC1(C)CCC2(C(=O)O)CC[C@]3(C)C(=CCC4[C@]5(C)CCC(O)C(C)(C)C5C(O)C[C@]43C)C2C1 (stereo partly specified)	69%[activator]	-0.7%	.	.	-3%	-2.8%[3.08 µM]	.	.	.	1%	.
O=C(Nc1ccccc1)c1ccc(Cc2nc3ccccc3[nH]2)cc1	.	0.5%	.	.	-1%	-4.4%	-11%	.	.	-4%	.
Cn1c(=O)c2cc(S(=O)(=O)NC(C(=O)Nc3cccnc3)c3ccccc3)ccc2n(C)c1=O (stereo unspecified)	.	-0.4%	.	.	0%	2.3%	1%	.	.	1%	.
COc1ccc(NC(=O)C2C3C=CC4(CN(Cc5cccnc5)C(=O)C24)O3)c(OC)c1 (stereo unspecified)	7%	-0.7%	i	i	2%	1.1%	-3%	i	i	1%	i
COc1ccc(C)cc1-n1nnnc1SCC(=O)c1ccc2c(c1)OCCO2	33%[activator]	-2.6%	i	i	-4%	3.9%	23%	i	i	-7%	?
CCCCn1cnc2c1c(=O)n(CC(=O)c1cc(C)n(C)c1C)c(=O)n2CC(C)C	6%	0.5%	i	i	-7%	0.0%	8%	i	?	-1%	?
COc1ccc(Oc2ncc3ncc(=O)n(CCC#N)c3n2)cc1	0%	-1.9%	i	i	-3%	-1.4%	29%[2.29 µM]	i	i	-3%	i
CCCc1[nH]nc2c1C(c1cccc(OC)c1)C(C#N)=C(N)O2 (stereo unspecified)	.	.	i	i	.	.	.	i	i	.	?
COc1c(C)cccc1C(=O)Nc1ccc(N2CCN(S(C)(=O)=O)CC2)cc1	59%[activator]	-1.0%	i	i	-1%	-0.4%	-12%	2.7e-08M*	2.6e-08M*	0%	i
CCOC(=O)c1ccc(S(=O)(=O)N2CCN(CC(=O)NC(=O)NC3CCCCC3)CC2)cc1	13%	0.7%	i	i	-10%	0.7%	-9%	i	i	4%	i
O=C(Nc1nc2ccccc2n1Cc1ccc(Cl)cc1)c1ccco1	6%	-0.9%	.	.	-7%	-3.0%	?	.	.	-8%	.
CCCCC(=O)OCC(=O)Nc1ccc(OC(F)F)cc1	6%	-1.3%	?	i	-2%	0.8%	9%	2e-07M*	1.9e-07M*	0%	i
CC(=O)Nc1ccc(SCC(=O)c2cc(C)n(Cc3cccs3)c2C)cc1	-4%	-0.3%	i	i	-4%	-1.2%	?	i	i	-1%	?
Cc1cccc2cc(CN(Cc3ccc4c(c3)OCO4)Cc3nnnn3C3CCCC3)c(=O)[nH]c12	30%[activator]	-0.3%	i	i	-6%	0.0%	32µM*	i	i	-8%	i
COC(=O)CN(c1ccc(C)cc1)S(=O)(=O)c1ccc2c(c1)n(C)c(=O)c(=O)n2C	-11%	-0.8%	i	i	-1%	-0.2%	2%	i	i	2%	i

Entries of single compounds from above.
COC(=O)C1C(=O)C2=C(CC1C)NC(=O)CC2c1ccccc1 (stereo unspecified) is entered as USP2a inhib: 1%; BRCT PPI red: 0.2%; Texas Red fluor: i; Rhodamine fluor: i; Caspase-7 inhib: -2%; BRCT inh green: -3.9%; HEK293 cAMP cs: 10%; 4MU fluor: ?; A350 fluor: ?; Casp1 inh: -1%; Fluorescein autfl: ?
O=C(Nc1nc2ccccc2n1Cc1ccc(Cl)cc1)c1ccco1 is entered as USP2a inhib: 6%; BRCT PPI red: -0.9%; Texas Red fluor: .; Rhodamine fluor: .; Caspase-7 inhib: -7%; BRCT inh green: -3.0%; HEK293 cAMP cs: ?; 4MU fluor: .; A350 fluor: .; Casp1 inh: -8%; Fluorescein autfl: .

From PubChem
